# Screening results: PubChem, The Scripps Research Institute Molecular Screening Center
# TTR transcr act: increases transthyretin transcription; hit rate 1.3% among 92,000; activation, % at 16.7 µM; SH-SY5Y TTR promoter Gaussia luciferase, luminescence; 100% = recombinant luciferase protein wells; AID 1117267;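 active means activation above the mean of all tested compounds plus 3 SD, cut at about 9.5% in these data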;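 further: cells exposed to compounds for one day before reading; 0% = median of all test compound wells on the plate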
# The depositor's hits bear a star.
SMILES,TTR transcr act
Cc1cc(Sc2nnc(/N=C/N(C)C)s2)c2ccccc2n1,-2.4
CCc1cccc(CC)c1-n1c(SCn2nnc3ccccc3c2=O)nnc1-c1cccnc1,-1.4
Cc1ccc(C)c(N(C(=O)c2ccco2)C(C(=O)NC2CCCC2)c2ccco2)c1 (stereo unspecified),0.5
Cn1c(SCC(=O)NC(=O)Cc2ccccc2)nnc1-c1ccc(F)cc1,-1.3
COc1ccc(/C=C(\C#N)C(=O)Nc2cc(C)c(Cl)cc2OC)cc1O,12.5*
CCOC(=O)/C(C#N)=C/C=C1/C=CC=CN1C,-0.8
COc1ccc(Cn2c(C(C)C)nc3sc4ccccc4c(=O)c3c2=O)cc1,0.5
CC1(C)CC2CC(C)(CN2S(=O)(=O)c2ccc(C(=O)Nc3ccc(S(=O)(=O)N4CCOCC4)cc3)cc2)C1 (stereo unspecified),-3.1
CN1OC[C@@H]2CN(S(=O)(=O)c3cccc(C(F)(F)F)c3)[C@H](c3ccc(-c4cccnc4)cc3)C[C@@H]21,-2.1
CN(C)S(=O)(=O)c1cccc(N=C2NN=C(c3ccccc3)CS2)c1,-4.7
COc1ccc(S(=O)(=O)N2CCCC2CNC(=O)C(=O)NC2CCCCCC2)cc1 (stereo unspecified),-1.5
Fc1cccc(/C=N/Nc2nncc3ccccc23)c1,-0.1
COc1cc(OC)cc(C(=O)N/N=C2/SCC(=O)N2Cc2ccco2)c1,1.3
COc1ccc(OCC(=O)Nc2cc3c(cc2C(=O)O)OCCCO3)cc1,3.8
COc1cc(CNCCc2c[nH]c3ccccc23)cc(Cl)c1OCC(N)=O,3.8
CCCc1ncc(C(=O)c2ccc(OC)cc2)n1C,-2.5
COc1ccc(C(=O)NCC(=O)n2nc(C)cc2C)cc1OC,1.1
O=C(NC(=S)NC1CCSC1=O)c1cccs1 (stereo unspecified),4.1
C=CCn1c(CC(=O)Nc2ccc(C)cc2C)nnc1SCC(=O)N1CCOCC1,-0.4
CCOC(=O)CSc1nnc(-c2ccc(OC)cc2OC)o1,-0.4
Cc1nc(C#N)c(N/N=C/c2c(F)cccc2Cl)o1,0.1
O=C(COC(=O)/C=C/c1cccs1)Nc1cccc(S(=O)(=O)N2CCOCC2)c1,-1.2
CCOC(=O)C(C)Oc1ccc2c(C)cc(=O)oc2c1C(C)=O (stereo unspecified),1.1
CCc1nnc(NC(=O)c2ccc(S(=O)(=O)NC3CCCCC3)cc2)s1,-2.5
Cc1cc(C(=O)N/N=C/c2ccc(C)o2)c2ccccc2n1,0.2
CCOC(=O)[C@@H]1[C@H]2COc3cc(OC)ccc3[C@@H]2N2C(=O)N(c3ccc(OC)cc3)C(=O)[C@]12C,-2.0
C=CCN(C(=O)[C@@H](C1CC1)[C@@H](O)c1ccc(Cl)cc1)c1ccccc1,0.6
Cc1cc2c(s1)c1cnn(Cc3cc(F)c(F)cc3F)c(=O)c1n2C,-1.6
CC(=O)c1cc(-c2ccc(Cl)c(Cl)c2)c(=O)n2c1CCC2,-0.5
CCCc1nc2c(c(=O)c3ccccc3n2C)c(=O)n1-c1cc(C)cc(C)c1,0.1
C=CCN1C(=O)[C@@H](CC(=O)N2CCN(C(=O)C3CC3)CC2)[C@]2(C(=O)OC)CCCCC=C12,-0.4
CCOc1cc(N2CCOCC2)c(OCC)cc1NC(=O)CN1C(=O)NC2(CCCCC2C)C1=O (stereo unspecified),0.0
COc1ccccc1CNC(=O)c1cccc(C)c1[N+](=O)[O-],0.4
CCOC(=O)c1nc(C)sc1-c1ccnn1S(=O)(=O)c1cccc(Cl)c1,0.6
COC(=O)/C=C1/S/C(=N/N=C/c2ccco2)NC1=O,-0.3
CSc1ccccc1OCc1cc(C(=O)N(C)Cc2ccncn2)no1,-0.6
C=CC[C@]1(O)C(=O)N(c2ccccc2)c2ccccc21,-0.7
O=S(=O)(Nc1ccc(O)c2ncccc12)c1ccccc1F,-1.6
COC(=O)N(C)c1nc2ccccc2s1,3.5
O=C(Nc1cccnc1)C1CCN(S(=O)(=O)c2ccc(Cl)cc2)CC1,3.1
CC(=O)NCc1ccc(S(=O)(=O)NC(C)CCc2ccccc2)cc1 (stereo unspecified),-0.9
NC(=O)c1ccccc1OCC(=O)N1CCCC1c1ccc2c(c1)OCCCO2 (stereo unspecified),2.2
COCC(C)NC(=O)Cn1c(SCc2ccccc2)nc2ccccc21 (stereo unspecified),1.4
CN1CCN(C(c2ccc(C(F)(F)F)cc2)c2ccc3cccnc3c2O)CC1 (stereo unspecified),0.0
COc1ccc(/C=C/C(=O)OCC(=O)c2ccc3c(c2)NC(=O)CO3)c(OC)c1,0.3
CC(C)COC(=O)N(C)C[C@H]1OCc2cnnn2CCCC(=O)N([C@H](C)CO)C[C@H]1C,-0.8
Cc1c(C)c(C)c2[nH]c(=S)[nH]c2c1C,0.2
C=C(C)C1CC=C(C)/C(=N/NC(=O)COc2ccc(Cl)cc2)C1 (stereo unspecified),1.3
CC(C)CNC(=O)c1[nH]c(C(F)(F)F)nc1-c1ccccc1,3.4
COc1ccc(C(=O)NCCCOc2cccc(NC(C)=O)c2)cc1,2.7
Cc1ccc(C(=O)O)cc1NC(=O)c1cccs1,0.9
CC1(C)CC2CC(C)(CN2C(=O)COc2cccc3ccccc23)C1 (stereo unspecified),-1.0
COc1cc2c(cc1C1NC(=S)NC(C)=C1C(=O)N(C)C)CCCC2 (stereo unspecified),1.4
Cc1nn(-c2ccc(N3CCOCC3)nn2)c(C)c1CCC(=O)NCc1ccc(F)cc1,0.6
O=C(Cn1ccc(C(F)(F)F)n1)N/N=C/c1cccs1,-1.4
O=C(Nc1ccc(F)cc1)c1ccccc1NC(=O)C1CC=CCC1C(=O)O (stereo unspecified),0.6
COc1cc(C[C@@H](C)[C@@H](C)Cc2ccc(O)c(OC)c2)ccc1O,-1.3
CC1N(C)c2cc(NC(=O)c3ccco3)ccc2C1(C)C (stereo unspecified),-2.6
O=C(C1CCN(c2nnc(-n3cccc3)s2)CC1)N1CCOCC1,2.2
CC(C)CC(=O)NC(=S)Nc1ccccc1N1CCCC1,6.7

# Going on with the list:
SMILES,TTR transcr act
O=C(c1cc2ccccc2o1)N1CCN(c2ncccn2)CC1,-0.7
CCOc1ccccc1OCCOCCN1CCN(Cc2ccccc2)CC1,0.9
O=C(O)c1ccc2c(=O)n3c(nc2c1)/C(=C/c1ccc(C(F)(F)F)cc1)CC3,2.4
CCOC(=O)N/N=C(\C)c1ccc(C)c([N+](=O)[O-])c1,1.0
COc1ccc(NC(=O)CSc2nnc(C)n2Cc2ccccc2)cc1,-1.0
CC(C)(O)C#Cc1ccc(C(=O)NCc2cccs2)s1,-3.1
COC(=O)[C@]12C[C@H](CC(=O)NCC34CC5CC(CC(C5)C3)C4)C(=O)N(CCC3=CCCCC3)C1=C[C@H](C1CCCC1)O[C@@H]2C,0.7
Nc1ccccc1C(=O)NNc1c2ccccc2nc2ccccc12,-3.6
O=C(Nc1nccs1)c1cccc(N2C(=O)c3cccc4c([N+](=O)[O-])ccc(c34)C2=O)c1,-5.3
CC(=O)/C(=C\N(C)C)Sc1ccc(C)cc1,0.3
OCC[C@H]1C[C@H](O)[C@@H](O)[C@]2(CCc3ccccc3O2)O1,-2.8
COc1cccc(CN2CCNC(=O)C2CC(=O)NC2CCCCCCC2)c1 (stereo unspecified),-2.4
O=C(COc1ccc(Cl)cc1[N+](=O)[O-])NC1CCCCC1,0.3
O=C(CSc1ncccn1)NCc1cccs1,-0.4
Cc1ccc(CNC(=O)C2CCCN(C(=O)Nc3ccc(F)cc3)C2)cc1 (stereo unspecified),-0.6
COc1ccc(N(C(=O)C(C)C)S(=O)(=O)c2ccc(Cl)cc2)cc1,-0.2
CC(C)C[C@H](NC(=O)c1nc[nH]c1C(=O)N[C@@H](CCCCNC(=O)OC(C)(C)C)C(=O)OC(C)(C)C)C(=O)OCc1ccccc1,-9.9
Cc1ccc(C(=O)N2CC=C(c3ccccc3)CC2)o1,-3.6
CC(C)C1Cc2ccccc2-c2[nH]c(=S)[nH]c(=O)c21 (stereo unspecified),-1.0
O=S(=O)(c1ccccc1)N1CCN(Cc2cccc(Cl)c2)CC1,2.3
Cc1c(OC(C)C(=O)NCCCN2CCOCC2)ccc2c1oc(=O)c1ccccc12 (stereo unspecified),-1.1
CCOC(=O)C1(CCOC)CCN(C(=O)Cc2ccsc2)CC1,8.6
Cc1nc2ccc(NC(=O)Cc3ccsc3)cc2s1,-4.2
Cc1ccc(C)c(-n2cc(CNCCc3cnccn3)c(-c3ccccc3)n2)c1,-2.0
CC1=NN(C(N)=S)C(=O)C1N=Nc1ccc(Br)cc1 (stereo unspecified),0.4
Cn1cc(/C=C2\SC(=S)N(NC(=O)c3ccccc3Cl)C2=O)c2ccccc21,-1.2
COc1ccccc1/C=C/C=N/n1c(-c2ccco2)n[nH]c1=S,1.2
O=C(C[C@@H]1CC[C@H](NS(=O)(=O)c2ccccc2F)[C@@H](CO)O1)NCCCN1CCOCC1,0.2
CC1=C(C(=O)Nc2ccc(C)cc2C)C(c2ccc(Cl)cc2)n2nc(C(=O)OC(C)C)nc2N1 (stereo unspecified),0.0
COc1ccc(C=NNC(=S)NN=Cc2ccc(OC)c(OC)c2)cc1OC,-2.6
Nc1nc(SCc2ccccc2)[nH]c(=O)c1-c1ccccc1,-2.3
O=C(Nc1c2c(nn1-c1ccccc1)CSC2)c1ccc(N2C(=O)CCC2=O)cc1,-0.5
CCOC(=O)c1nc(C)nc(Sc2n[nH]c(-c3cc(C(F)(F)F)cc(C(F)(F)F)c3)n2)c1C,1.4
CCc1sc(C(=O)N2CCCN(C)CC2)cc1Br,-0.7
CCCc1nc2sc3c(c2c(=O)[nH]1)CCCC3,-1.0
O=C(c1cccnc1)N1CCN(S(=O)(=O)c2ccc(S(=O)(=O)N3CCCC3)cc2)CC1,1.4
CCN(C(=O)CSc1nc(N)cc(N)n1)C1CCS(=O)(=O)C1 (stereo unspecified),2.6
COc1ccc(CNCc2cc(Cl)ccc2O)cc1,10.2*
CC(C)CCNC(=O)C1CCCN(S(=O)(=O)c2ccc(F)cc2)C1 (stereo unspecified),0.0
O=C(Nc1ccc(N2CCN(C(=O)c3ccccc3)CC2)cc1)c1cccs1,-0.3

# No new results follow: entries from further up.
SMILES,TTR transcr act
O=C(C[C@@H]1CC[C@H](NS(=O)(=O)c2ccccc2F)[C@@H](CO)O1)NCCCN1CCOCC1,0.2
CC1=C(C(=O)Nc2ccc(C)cc2C)C(c2ccc(Cl)cc2)n2nc(C(=O)OC(C)C)nc2N1 (stereo unspecified),0.0
COc1ccc(C=NNC(=S)NN=Cc2ccc(OC)c(OC)c2)cc1OC,-2.6
Nc1nc(SCc2ccccc2)[nH]c(=O)c1-c1ccccc1,-2.3
O=C(Nc1c2c(nn1-c1ccccc1)CSC2)c1ccc(N2C(=O)CCC2=O)cc1,-0.5

# Entries above printed as active in TTR transcr act:
SMILES,TTR transcr act
COc1ccc(/C=C(\C#N)C(=O)Nc2cc(C)c(Cl)cc2OC)cc1O,12.5*
COc1ccc(CNCc2cc(Cl)ccc2O)cc1,10.2*

# New compounds follow
SMILES,TTR transcr act
COC(=O)c1cc(CNC(=O)C2CC(=O)N(c3ccc4c(c3)OCCO4)C2)ccc1OC (stereo unspecified),0.4
COc1ccc2[nH]c3c(c2c1)CCN1C(=O)C(CC(=O)NCCN2CCOCC2)C[C@H](C(=O)N2CCOCC2)[C@@]31CCC1CCCC1 (stereo partly specified),0.3
CCCN1C(=O)/C(=C/c2nc3ccccc3c(=O)[nH]2)c2cc(C)ccc21,2.4
CCOC(=O)[C@]12CCCC=C1N(Cc1ccccc1)C(=O)[C@H](CC(=O)N1CCCCCC1)C2,7.0
CC(C)[C@H](NC(=O)c1c(F)cccc1F)C(=O)OCC(=O)NC(=O)NC1CCCC1,0.3
COc1ccc(C2/C(=C(\O)c3ccc4c(c3)OCCO4)C(=O)C(=O)N2CCCN(C)C)cc1 (stereo unspecified),-0.7
Cc1c(Cl)cccc1NC(=O)COc1ccc(S(=O)(=O)N2CCOCC2)cc1,0.5
CC(OC(=O)c1ccncc1)C(=O)Nc1ccc([N+](=O)[O-])cc1Cl (stereo unspecified),-0.2
CCOc1ccc(C2/C(=C(\O)c3cccc(OC)c3)C(=O)C(=O)N2c2ccccn2)cc1OC (stereo unspecified),-0.6
Cc1ccc2oc(/N=C(\N)NC(=O)C3CC3)nc2c1,-2.4
CC1(C(=O)Nc2ccc3ccccc3c2)CCC(=O)N1C1CC1 (stereo unspecified),0.6
O=C(CCN1CCCCC1)c1ccc2c(c1)OCO2,2.2
COc1cccc(/C=N/NC(=O)c2nnn(-c3nonc3N)c2-c2cccs2)c1,2.0
COc1cc(NS(C)(=O)=O)c(OC)cc1NC(=O)c1ccccc1,2.7
CC1CC(CCC(=O)NC(=S)Nc2ccc(Cl)cn2)C(=O)O1 (stereo unspecified),-0.2
O=C(NCCN1CCOCC1)NC1(C(F)(F)F)Oc2ccccc2O1,-0.9
Cc1cc(C)c(NC(=O)NC(=O)C(Cl)(Cl)Cl)c(C)c1,0.7
Cc1ccc(Cc2c(-c3ccc(F)cc3)nc3c(Cl)cc(C(F)(F)F)cn23)cc1,0.9
O=S(=O)(Cc1ccc(Cl)cc1)c1ccccc1-c1nnc(-c2ccc(Cl)cc2)o1,-1.7
O=C(Cn1nnc(-c2ccc(NC(=O)c3ccccc3F)cc2)n1)NCc1ccc(F)cc1,2.1
COC(=O)c1sccc1NC(=O)Nc1cc(C)cc(C)c1,-1.6

# Another view of some results above:
O=C(CCN1CCCCC1)c1ccc2c(c1)OCO2
  TTR transcr act = 2.2
COc1cccc(/C=N/NC(=O)c2nnn(-c3nonc3N)c2-c2cccs2)c1
  TTR transcr act = 2.0
COc1cc(NS(C)(=O)=O)c(OC)cc1NC(=O)c1ccccc1
  TTR transcr act = 2.7
CC1CC(CCC(=O)NC(=S)Nc2ccc(Cl)cn2)C(=O)O1 (stereo unspecified)
  TTR transcr act = -0.2

# Part of the list above, set out differently.
TTR transcr act	SMILES
1.4	COCC(C)NC(=O)Cn1c(SCc2ccccc2)nc2ccccc21 (stereo unspecified)
12.5*	COc1ccc(/C=C(\C#N)C(=O)Nc2cc(C)c(Cl)cc2OC)cc1O

# The list is partial; rates above refer to the full screens.
